Screening data as filed in PubChem BioAssay.
SR-BI uptake up = activators of SR-BI mediated HDL lipid uptake; 320,000 compounds, 0.096% hits; AID 504775; CHO ldlA[mSR-BI] cells, DiI-HDL uptake fluorescence, 3 h; 100 = double the neutral-control signal; activation, % at 12.5 µM;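 active means mean replicate activation of at least 60% and every replicate at or above 60%; inconclusive means mean or all-replicate condition met, but not both; inactive means mean below 60% and not all replicates reaching 60%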;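 further: 0% = median plate neutral-control signal and 100% = twice that signal; values of inactives mirror those of a sister screen read the other way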
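Material: SR-BI-overexpressing, LDLR-lacking CHO cells; schedule: compound exposure 3 h, 37 °C; reagent: DiI-labelled HDL at 10 µg/mL final; technique: bottom-read fluorescence, 550/595 nm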
DAGLB inh = blocks human DAGLB lipase activity. Q8NCG7. HEK293T DAGLB membrane lysate, EnzChek fluorogenic substrate. inhibition, % at 5.17 µM. 340,000 compounds, 0.059% hits. AID 504411; in the data active means inhibition above about 34%;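 further: 0% = enzyme with vehicle and 100% = wells lacking enzyme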
SR-BI HDL uptake = mouse SR-BI HDL lipid transfer inhibition; Q61009; inhibition, % at 12.5 µM; 320,000 compounds, 0.96% hits; AID 488896; ldlA[mSR-BI] CHO cells, DiI-HDL uptake fluorescence, 3 h;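 active means mean replicate inhibition of at least 70% and a set share of replicates each scoring 70 or more; inconclusive means meets just one of the two criteria; inactive means fails both criteria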;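 further: 0% = median of neutral control wells and 100% = median of positive control wells; values of inactives mirror those of a sister screen read the other way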
Target sequence (Q61009 whole entry, looked up): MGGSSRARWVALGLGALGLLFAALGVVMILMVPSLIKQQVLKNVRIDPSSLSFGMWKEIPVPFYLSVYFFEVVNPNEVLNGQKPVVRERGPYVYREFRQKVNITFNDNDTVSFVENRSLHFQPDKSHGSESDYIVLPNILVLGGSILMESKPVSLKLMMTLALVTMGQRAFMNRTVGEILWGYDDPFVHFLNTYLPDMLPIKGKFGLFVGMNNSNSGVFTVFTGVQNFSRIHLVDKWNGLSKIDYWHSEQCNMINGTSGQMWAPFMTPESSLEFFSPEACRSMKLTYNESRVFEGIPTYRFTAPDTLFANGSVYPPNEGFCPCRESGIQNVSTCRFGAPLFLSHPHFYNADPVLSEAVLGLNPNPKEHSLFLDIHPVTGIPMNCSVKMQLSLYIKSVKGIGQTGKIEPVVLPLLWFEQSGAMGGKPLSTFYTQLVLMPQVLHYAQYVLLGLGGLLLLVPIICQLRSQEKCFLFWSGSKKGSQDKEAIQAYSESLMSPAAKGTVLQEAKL
Arrestin-AP2 inh = human beta-arrestin and AP2 interaction inhibition; FITC-arrestin peptide / GST-AP2 beads, flow cytometry; AP2 beta2 appendage carries R879A mutation; inhibition, % at 10 µM; 340,000 compounds, 0.31% hits;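 active means inhibition above a set limit, near 3 SD of compounds lacking own fluorescence, cut at about 54% in these data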;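 further: plate controls were DMSO wells for no effect and 5 µM unlabelled arrestin peptide for full effect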
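System: GST-AP2 R879A bound to glutathione beads, E. coli-expressed. Also added: 50 nM FITC-arrestin peptide. Schedule: compound with beads 12 min RT, then probe 1 h RT. Signal: bead flow cytometry, FITC channel. Read-out basis: percent response.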
PvdQ acylase = P. aeruginosa PvdQ acylase inhibition; inhibition, % at 10 µM; 340,000 compounds, 0.063% hits; purified PvdQ acylase, fluorescence plate reader; in the data active means inhibition above about 30%, passing the limit was not always enough; inconclusive means no clear call, values can overlap the other calls;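 further: 0% = vehicle neutral wells and 100% = reference inhibitor wells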
RTF Ca sens inh = cardiac RTF calcium desensitization; P19429+P45379; 340,000 compounds, 0.12% hits; IANBD-labeled cardiac RTF, Ca2+ fluorescence; inhibition, % at 7.15 µM;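 active means inhibition above the mean inhibition of all tested compounds plus 3 SD, cut at about 17% in these data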;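 further: assay run at fixed EC70 calcium of 1.6 mM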
Keap1-Nrf2 PPI = inhibitors of human Keap1-Nrf2 protein-protein interaction. Keap1 Kelch-Nrf2 peptide fluorescence polarization, 1536-well. inhibition, % at 9.4 µM. 340,000 compounds, 0.15% hits. Q14145. AID 504523; in the data active means inhibition above about 12%; inconclusive means no clear call, values can overlap the other calls; inactive means below about 7.3%;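 further: human Keap1 Kelch domain with fluorescein labeled Nrf2 9mer peptide probe; 0% = neutral control wells and 100% = peptide positive control; higher means more block of Keap1 binding to Nrf2 peptide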
PKA-R2B act = activators of human PKA-R2B complex; P22694+P31323; PKA-R2B holoenzyme dissociation, Cy5-IP20 fluorescence polarization; R2B truncated from residue 108, S112A mutant; 0% DMSO only, 100% 113 µM cGMP; activation, % at 11.4 µM; 340,000 compounds, 0.079% hits; AID 504700;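 active means activation above a cutoff set at the mean over all compounds plus 3 SD, cut at about 18% in these data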;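 further: higher means more holoenzyme dissociation and a rise in polarization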
Target sequence (P31323 whole entry, looked up, other chains not shown, the tested form may be a part): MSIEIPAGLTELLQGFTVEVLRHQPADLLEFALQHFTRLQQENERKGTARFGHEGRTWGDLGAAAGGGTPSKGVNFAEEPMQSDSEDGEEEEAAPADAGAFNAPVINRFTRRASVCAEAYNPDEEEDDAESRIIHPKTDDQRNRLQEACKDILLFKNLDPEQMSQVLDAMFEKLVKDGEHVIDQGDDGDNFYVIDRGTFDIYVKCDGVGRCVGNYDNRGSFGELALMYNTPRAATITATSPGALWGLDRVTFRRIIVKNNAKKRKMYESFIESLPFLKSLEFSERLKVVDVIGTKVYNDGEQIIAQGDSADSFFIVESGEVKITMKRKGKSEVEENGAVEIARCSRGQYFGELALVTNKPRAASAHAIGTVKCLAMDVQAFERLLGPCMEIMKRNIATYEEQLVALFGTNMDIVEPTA
NSD2 inh = NSD2 (human) methyltransferase inhibition. inhibition, % at 12.5 µM. NSD2 peptide methylation, AlphaScreen, 120 min. 310,000 compounds, 0.54% hits; in the data active means inhibition above about 50%
LANA DNA inh = blocks KSHV LANA C-terminal domain binding to DNA | 340,000 compounds, 0.078% hits | AID 504423 | inhibition, % at 9 µM | MBP-C-LANA/FAM-LBS DNA binding, fluorescence polarization;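 active means highest replicate inhibition at or above 60% at 9 µM, even if other replicates fall short; inactive means all replicates below 60% inhibition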;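 further: 0% = neutral control wells and 100% = 4 µM acridine orange control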
The depositor's hits bear a star; ? = inconclusive; / = no result given.

smiles	SR-BI uptake up	DAGLB inh	SR-BI HDL uptake	Arrestin-AP2 inh	PvdQ acylase	RTF Ca sens inh	Keap1-Nrf2 PPI	PKA-R2B act	NSD2 inh	LANA DNA inh
O=C(O)/C=C/C(=O)N1Cc2cc3ccccc3nc2C1	7	0	-7	-16	-5	0	-3	-6	0	3.1
CCOC(=O)N1CCN(C(=O)C2CC(=O)N(c3ccccc3)C2)CC1 (centres undefined)	30	3	-30	-2	-14	-3	4	8	3	-0.8
C=CCN1C(=O)C2C3C=CC(C2C1=O)C1C2C(=O)N(CC=C)C(=O)C2C31 (centres undefined)	0	-1	0	4	-10	-10	-5	-7	-1	-1.2
COc1ccc(C2CC(c3ccc(Cl)cc3)=NN2C(=O)c2cccc([N+](=O)[O-])c2)cc1 (centres undefined)	-28	-2	28	28	9	-7	0	-2	-1	-0.8
O=C(Nc1ccccc1)C1C2CCCCC21 (centres undefined)	0	-2	0	7	-2	-2	-7	-1	-4	-2.1
CC(CC(=O)OCC(=O)NC1CCS(=O)(=O)C1)c1ccccc1 (centres undefined)	17	0	-17	-3	12	-4	0	-13	0	-0.3
CCOc1ccc(C(=O)NCC(=O)N2CCCCCCC2)cc1	-7	1	7	-6	1	4	-5	2	-1	1.7
COc1ccc(NC(=O)C2CCCN(c3cnccn3)C2)cc1 (centres undefined)	-1	-3	1	-4	-10	0	-4	4	5	0.5
Cc1cc(=O)n2c(C)n[nH]c2n1	1	1	-1	7	-15	-8	-5	11	1	-0.3
CCN(CC)S(=O)(=O)c1ccc(N2CCN(c3ccccc3O)CC2)nc1	/	1	/	29	-6	-16	6	1	-1	1.0
CC1=C(C(=O)Nc2ccccc2)C(c2ccc(O)cc2)N2C(=O)CSC2=N1 (centres undefined)	50	-11	-50	41	-10	-2	1	-3	/	-4.0
COC(=O)Cc1c(C)c2ccc(OC(C)C)cc2oc1=O	-1	-8	1	4	-10	-1	?	-12	/	0.3
CCCCC(=O)N/N=C(\C)c1cccc(NC(=O)C2CC2)c1	-1	1	1	1	-8	-4	-3	-5	-1	1.1
O=C(O)c1ccc(COc2ccc3ccccc3c2/C=C2/NC(=O)N(Cc3ccc(F)cc3)C2=O)cc1	18	9	-18	0	0	-4	-6	-8	1	-0.6
COc1ccc(CCn2c(N)cc(=O)[nH]c2=S)cc1OC	-1	1	1	-2	4	1	-3	-2	0	-1.5
C/C(=N\NC(=O)C(c1ccncc1)N1CCOCC1)c1ccc(Br)cc1 (centres undefined)	18	0	-18	0	26	4	-7	-10	-1	0.3
COc1cccc(OC)c1-c1nnc(-c2cn(C)c3ccccc23)o1	-68	1	68	-3	-21	-10	1	3	/	-2.2
Cc1ccccc1NC(=O)/C(C#N)=C/c1ccsc1	/	1	/	-4	-3	10	-5	2	-2	1.4
COCCNC(=O)C(=O)NCCN1CCOCC1	6	-1	-6	24	0	-11	-3	-5	-4	-1.1
CC(C)c1ccc(OCC(=O)NNC(=S)NC(=O)c2ccco2)c(Br)c1	13	-1	-13	-9	-16	-2	2	-3	0	-0.8
COc1ccccc1N1CCN(C2CCCN(C(=O)CN3CCCC3=O)C2)CC1 (centres undefined)	3	-1	-3	23	6	-5	-3	1	13	-0.5
Cc1cccc(NC(=O)C2CCN(S(=O)(=O)c3ccc4ccccc4c3)CC2)n1	24	-2	-24	13	-1	2	4	2	3	-1.1
COc1cc(/C=C/c2nc(-c3ccccc3O)n[nH]2)cc(OC)c1OC	-64	-3	64	4	-5	6	0	-2	3	0.2
CCOC(=O)C1=CN(Cc2cccc(Br)c2)S(=O)(=O)N(CC)C1C (centres undefined)	11	-18	-11	7	-10	-5	-3	4	/	-0.4
FC(F)(F)c1nnc2ccc(N3CCCC3)nn12	3	-1	-3	4	-6	-6	4	5	3	-1.3
Cc1ccc(OCC(O)CN2C(=O)NC(C)(C)C2=O)c(C)c1 (centres undefined)	-1	-2	1	-13	8	-23	2	-3	-1	0.8
CCCc1n[nH]c2c1/C(=N/O)CC(c1ccccc1)C2 (centres undefined)	-2	-8	2	2	-12	-29	-4	-11	-3	0.8
CCN(CC)CCn1c(=S)[nH]c2ccc(Cl)cc2c1=O	3	0	-3	3	-11	-7	-1	-1	3	-0.6
Cc1cc(NC(=O)CN2C(=O)NC(CC(C)C)C2=O)no1 (centres undefined)	/	-2	9	50	4	-4	0	-3	3	1.7
CCCC(CCC)c1nnc(NC(=O)c2ccco2)s1	0	0	0	9	-7	-15	0	-5	-1	-1.1
CCOc1ccc(-c2nnc(N3CCOCC3)c3ccccc23)cc1	-41	-3	41	31	2	-5	1	-2	-1	2.6
COc1ccccc1N1CCN(C(=O)c2ccc3[nH]c4c(c3c2)CC(C)CC4)CC1 (centres undefined)	-25	-1	25	/	6	9	-4	-9	2	0.8
O=C(COc1ncnc2ccccc12)c1ccc2c(c1)OCCO2	8	4	-8	-3	0	1	-4	-10	-3	-0.5
COC(=O)c1ccc(COC(=O)c2ccccn2)cc1	6	-1	-6	-7	-18	-1	1	-12	-6	1.2
CC(OC(=O)CNC(=O)c1ccc(Cl)cc1)C(=O)NC1CCCCC1C (centres undefined)	15	-2	-15	-4	8	-2	1	3	-3	3.1
Nc1nc(Cl)nc(N(c2ccccc2)c2ccccc2)n1	0	-5	0	16	3	1	-5	8	2	0.4
COC(=O)Nc1ccc(S(=O)(=O)n2cnc3ccccc32)cc1	0	3	0	5	-3	-3	2	-4	-3	-1.0
O=C(COc1ccc(Br)cc1)N(CCO)CCO	17	0	-17	12	-6	-8	-3	4	1	-0.9
c1csc(-c2nnc(N3CCCCCC3)c3ccccc23)c1	-46	-1	46	-4	-14	-6	-5	-2	4	-0.3
C/C(N)=C(/C#N)C(=O)COc1ccc(Cl)cc1Cl	-11	1	11	-12	-14	-1	-7	-1	-5	1.4
CCCNC(=O)CCc1cc(C(C)(C)C)c(O)c(C(C)(C)C)c1	-35	-2	35	11	4	-3	-1	-8	/	1.4
O=C(CN1/C(=C(/O)c2ccccc2)C(=O)c2ccccc2S1(=O)=O)c1ccccc1	3	-8	-3	0	9	8	0	-7	-3	2.1
CC(C)(C)CC(=O)Nc1nnc(SCC(=O)NCc2cccs2)s1	-6	-2	6	-11	-17	-7	-1	-11	63*	-0.8
O=C(Nc1ccc(F)cc1F)c1c(C(F)(F)F)ccnc1Oc1cccc(C(F)(F)F)c1	-4	-19	4	37	-1	2	1	3	-1	0.2
O=C(O)CCCC(=O)NCCCc1ccccc1	13	0	-13	12	3	7	-2	6	1	-1.7
CC(=O)Nc1cc(C(=O)CSc2nnc(C3CC3)n2C2CC2)ccc1O	11	-2	-11	4	3	-4	-3	6	-1	0.9
COC(=O)c1ccccc1NC(=O)COC(=O)CO/N=C(\C)c1ccc2c(c1)OCO2	15	-8	-15	-7	-13	-3	1	-19	3	-0.4
Oc1ccc(C[C@H]2CNC(=S)N2CC2CCCN2C[C@H](Cc2ccccc2)N2C[C@H](Cc3ccc(O)cc3)N(CCc3ccccc3)C2=S)cc1 (some centres undefined)	108*	4	-108	-1	5	5	-6	0	/	-4.6
O=C1CSC(c2cccnc2)N1c1ccc(Cl)cc1 (centres undefined)	20	0	-20	31	0	-6	6	1	-3	-1.7
CC(=O)NC1(c2ccccc2)CCN(Cc2nnnn2C(C)(C)C)CC1	-9	2	9	16	0	-1	-4	-3	-6	-0.2
CCN(CC)S(=O)(=O)c1ccc(N2CCCC2)c(NC(=O)c2ccc([N+](=O)[O-])o2)c1	-17	1	17	31	2	-3	-5	-8	1	-0.3
O=C(COC(=O)COc1ccc(Br)cc1)NCc1ccc2c(c1)OCO2	-5	-4	5	-4	-14	6	-4	2	-1	0.0
CC(=O)c1cccc(NC(=O)N2CCCC2C(=O)Nc2cc(C)ccc2C)c1 (centres undefined)	-4	1	4	14	-3	-6	2	4	-2	0.6
CC1CCN(C(C)C(=O)Nc2ccc(S(=O)(=O)N3CCCC3)cc2)CC1 (centres undefined)	/	-2	4	22	-3	1	1	-2	-1	0.0
NC(=O)c1ccc(NC(=O)C2CC2)cc1	25	1	-25	/	11	2	-5	-9	-1	-1.3
CC(NC(=O)C(NS(=O)(=O)c1cccs1)C(C)C)c1ccc(S(N)(=O)=O)cc1 (centres undefined)	7	2	-7	14	5	-5	-4	-3	0	1.1

Reprinted at random: 2 entries already listed
smiles	SR-BI uptake up	DAGLB inh	SR-BI HDL uptake	Arrestin-AP2 inh	PvdQ acylase	RTF Ca sens inh	Keap1-Nrf2 PPI	PKA-R2B act	NSD2 inh	LANA DNA inh
CC(=O)NC1(c2ccccc2)CCN(Cc2nnnn2C(C)(C)C)CC1	-9	2	9	16	0	-1	-4	-3	-6	-0.2
O=C(COC(=O)COc1ccc(Br)cc1)NCc1ccc2c(c1)OCO2	-5	-4	5	-4	-14	6	-4	2	-1	0.0

Next section
smiles	SR-BI uptake up	DAGLB inh	SR-BI HDL uptake	Arrestin-AP2 inh	PvdQ acylase	RTF Ca sens inh	Keap1-Nrf2 PPI	PKA-R2B act	NSD2 inh	LANA DNA inh
CC(OC(=O)c1nn(C)c(=O)c2ccccc12)C(=O)NC1CCCCC1C (centres undefined)	26	-1	-26	30	-10	-28	-5	2	1	0.0
COC(=O)c1ccc(Oc2cc(C)nc(SC)n2)cc1	1	-6	-1	-1	10	-3	2	-17	-1	-3.1
Cc1ccc(-n2ncc3c(=O)[nH]c(SCC(=O)N4CCCC4)nc32)cc1C	12	-3	-12	8	7	-8	2	-11	/	-1.9
CN(CCc1ccccn1)C(=O)CN(C)S(=O)(=O)c1ccc2c(c1)c(=O)n(C)c(=O)n2C	10	-4	-10	9	16	1	-5	2	1	-0.8
Cc1ccc(S(=O)(=O)NCc2cccnc2)cc1C(=O)NC1CCCCC1	-22	-4	22	-9	-6	0	-4	-3	-2	-0.2
O=C(NCCCCc1ccccc1)c1ccc(F)cc1	21	-8	-21	39	1	-7	2	-6	-6	0.7
CNC(=O)c1cc2cc(Cc3ccccc3Cl)ccc2oc1=O	3	1	-3	-1	21	10	-5	-4	-2	1.0
CCOC(=O)[C@@H]1C(c2c(OC)cc(OC)cc2OC)=NO[C@@H]1C(=O)OCC	9	-4	-9	6	-12	-3	-1	2	-4	6.1
Cc1cccn2c(=O)c(/C=C(\C#N)C(N)=O)c(N3CCN(Cc4ccc5c(c4)OCO5)CC3)nc12	0	0	0	21	7	-3	-6	3	3	2.2
